FLuc act counter – FLuc activators, initial screening, artefact control for FLuc-dependent activation tests, biochemical, ATPlite luminescence. 200,000 tested, under 10 active. activation factor at 10 µM. Luciferin 4-monooxygenase (Photinus pyralis), P08659. ATPlite luciferase biochemical, 10 min; 0 = ATP-free wells, 1 = DMSO control;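 active means luciferase activation factor, scaled between plate controls, of at least 2 with compound at 10 µM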
Target sequence (P08659 whole entry, looked up): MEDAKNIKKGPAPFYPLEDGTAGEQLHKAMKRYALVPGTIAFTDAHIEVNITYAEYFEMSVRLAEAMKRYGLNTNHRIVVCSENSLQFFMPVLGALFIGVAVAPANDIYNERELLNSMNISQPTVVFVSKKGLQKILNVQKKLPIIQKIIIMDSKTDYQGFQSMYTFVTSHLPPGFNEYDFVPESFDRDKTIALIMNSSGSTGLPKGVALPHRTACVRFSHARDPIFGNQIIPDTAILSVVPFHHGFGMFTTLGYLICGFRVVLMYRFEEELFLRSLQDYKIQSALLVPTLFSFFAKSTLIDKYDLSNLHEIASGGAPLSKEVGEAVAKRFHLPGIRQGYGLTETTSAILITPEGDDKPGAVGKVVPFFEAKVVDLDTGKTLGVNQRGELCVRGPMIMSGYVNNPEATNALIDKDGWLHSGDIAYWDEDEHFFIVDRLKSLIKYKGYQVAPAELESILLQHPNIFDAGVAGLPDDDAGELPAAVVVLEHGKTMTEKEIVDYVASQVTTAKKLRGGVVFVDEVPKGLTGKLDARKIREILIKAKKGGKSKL
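Assay system – cell-free luciferase reagent · Medium – PBS-based ATP solution · Dosing – test compounds dosed from 2 mM stocks in 100% DMSO · Timing – 10 min, room temperature · Technique – light output (luminescence) · Measure – luminescence gain marking luciferase activators · Controls – No-ATP low control, compound-free enzyme-plus-ATP high control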
ROMK primary – ROMK potassium channel modulators, primary screen, cell-based, thallium flux, MLSMR library; Tet-inducible ROMK, thallium flux fluorescence; actives lie on both sides; B-score at 10 µM; actives 2% (n = 130,000);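 active means signal ratio slope over the read window, or its plate-corrected B-score, at least 3 SD from the plate mean, either direction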;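 further: B-score of the F/F0 ratio slope over 7 to 12 s after thallium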
Target sequence (P48048 whole entry, looked up): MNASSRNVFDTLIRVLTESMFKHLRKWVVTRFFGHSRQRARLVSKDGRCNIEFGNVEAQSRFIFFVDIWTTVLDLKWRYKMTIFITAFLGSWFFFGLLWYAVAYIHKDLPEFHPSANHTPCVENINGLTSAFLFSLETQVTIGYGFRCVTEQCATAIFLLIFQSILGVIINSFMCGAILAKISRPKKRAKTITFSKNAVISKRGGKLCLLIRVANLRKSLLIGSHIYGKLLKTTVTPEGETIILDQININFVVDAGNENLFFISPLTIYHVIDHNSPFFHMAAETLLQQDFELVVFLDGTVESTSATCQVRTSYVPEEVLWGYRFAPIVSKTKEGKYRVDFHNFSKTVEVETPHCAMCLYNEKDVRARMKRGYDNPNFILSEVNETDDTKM
STAT3 inh – IL-6 driven STAT3 reporter inhibitors, primary screen, U3A cells, luciferase, luminescence, MLSCN library | IL-6 STAT3-luciferase reporter; host cell line lacks STAT1 | inhibition, % at 5.5 µM | actives 0.89% (n = 190,000) | AID 862, 2007;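 active means inhibition above the mean inhibition across all screened compounds plus 3 SD, cut at about 44% in these data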;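 further: 0% = DMSO only wells and 100% = 100 µM nifuroxazide control wells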
APP 5UTR inh – inhibitors of APP translation via 5'UTR reporter, primary screen, APP 5'UTR luciferase, SH-SY5Y cells. inhibition, % at 2 µM. SH-SY5Y APP 5'UTR-luciferase reporter, luminescence. AID 1285, 2008. actives 0.82% (n = 190,000);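 active means inhibition above a set limit, derived from the sample mean plus 3 SD, cut at about 45% in these data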; further: values of inactives mirror those of a sister screen read the other way
APP 5'UTR act – activators of APP 5'UTR luciferase reporter, primary screen, SH-SY5Y cells | AID 1276, 2008 | actives 1% (n = 190,000) | SH-SY5Y APP 5'UTR luciferase reporter, luminescence; zero percent = DMSO vehicle wells | activation, % at 2 µM;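 active means activation above a set limit, based on mean plus 3 SD of controls, cut at about 140% in these data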; further: values of inactives mirror those of a sister screen read the other way
NF-kB neuron act – activators of NF-kB expression in neurons, primary screen, cell-based, HTS; fold change at 12.5 µM; actives 1.6% (n = 190,000); human neuronal cells, NF-kB reporter expression; active compounds read high; AID 1239, 2008; in the data active means fold change above about 3.3
STAT1 inh – STAT1 signaling inhibitors, primary screen, cell-based, HTS, luciferase reporter. AID 920, 2007. actives 0.35% (n = 200,000). inhibition, % at 5.5 µM. NIH 3T3 STAT1-luciferase reporter, IFN-gamma, luminescence;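 active means inhibition above a set limit, the mean inhibition across all tested compounds plus 3 SD, cut at about 34% in these data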;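 further: 0% = IFN-gamma with DMSO and 100% = IFN-gamma with 300 µM nifuroxazide; values of inactives mirror those of a sister screen read the other way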
STAT1 act – STAT1 signaling activators, primary screen, cell-based, HTS, luciferase reporter. activation (% of control), % at 5.5 µM. AID 932, 2007. actives 2.6% (n = 200,000). NIH 3T3 STAT1-luciferase reporter, IFN-gamma, luminescence; 100% = IFN-gamma alone, no compound;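 active means activation above the screen-wide mean activation plus 3 SD, cut at about 130% in these data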;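 further: raw ratio to IFN-gamma control signal so 100% means no change and 0% no light; values of inactives mirror those of a sister screen read the other way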
STAT3 act – IL-6 driven STAT3 reporter potentiators, primary screen, U3A cells, luciferase, luminescence, MLSCN library; IL-6 STAT3-luciferase reporter; 100% = signal with IL-6 EC80 alone; activation (% of control), % at 5.6 µM; actives 0.91% (n = 190,000);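 active means activation above the screen-wide mean of compound activation plus 3 SD, cut at about 130% in these data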;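 further: 0% = background luminescence of wells with medium and substrate only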
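Material: STAT3-luciferase reporter U3A cells. Controls: IL-6-treated wells, 100% activation. Read-out: % activation versus median of IL-6-stimulated wells. Probe or stimulus: IL-6 stimulus at 33 ng/mL final. Timing: compound 1 h, then IL-6 6 h at 37 °C. Signal: reporter luminescence signal.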
FLuc inh counter – firefly luciferase enzyme inhibitors, primary screen, artefact control for luciferase-based inhibitor screens, biochemical, luminescence, ATPLite. Luciferin 4-monooxygenase (Photinus pyralis), P08659. 10 min. inhibition, % at 10 µM. actives 1.5% (n = 200,000);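 active means inhibition above about 50% when tested at 10 µM, limit read from the data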
Active calls of the source: *; . = not tested or not shown.

SMILES	FLuc act counter	ROMK primary	STAT3 inh	APP 5UTR inh	APP 5'UTR act	NF-kB neuron act	STAT1 inh	STAT1 act	STAT3 act	FLuc inh counter
COc1ccc(-c2cc(C(F)(F)F)nc(SCCC(=O)N3CCOCC3)n2)cc1	1.1	.	23	-7	7	1.2	15	87	85	-12
Cc1noc(C(=O)Nc2ccc3c(c2)OCO3)c1Cl	0.9	.	-5	-44	43	2.5	-29	126	109	9
O=S(=O)(c1cccc(S(=O)(=O)N2CCC(Cc3ccccc3)CC2)c1)N1CCOCC1	1	-1.3	2	14	-14	0.98	-2	102	102	-4
CCOC(=O)CC1=CSC2=NS(=O)(=O)CCN12	1.1	.	-1	-6	6	1	-2	101	104	-7
O=C(NCCc1ccncc1)Nc1ccc(Cl)c(Cl)c1	1	-0.0097	10	11	-11	1	4	96	95	-4
CC(C)(C)NC(=O)NC(=O)CSc1ncc(C(F)(F)F)cc1Cl	1	0.21	20	5	-5	0.79	7	93	84	-4
N#Cc1c(/N=C/N2CCCC2)oc(-c2ccccc2)c1-c1ccccc1	1	0.0085	-4	6	-5	1.1	3	97	106	-1
Cc1cc(NC(=O)CSc2nnc(-c3ccncc3)n2-c2ccccc2)no1	1.1	-0.21	-6	-4	4	1	1	97	114	-8
O=C(O)c1ccc(COc2cccc(CO)c2)cc1	1	.	-10	6	-6	1	-7	106	108	-3
O=C(Cn1ncc2c(=O)oc3ccccc3c21)NCc1cccnc1	1	0.017	26	-1	1	1.2	-1	100	85	-2

A draw from above in order of SMILES length, low to high:
SMILES	FLuc act counter	ROMK primary	STAT3 inh	APP 5UTR inh	APP 5'UTR act	NF-kB neuron act	STAT1 inh	STAT1 act	STAT3 act	FLuc inh counter
O=C(O)c1ccc(COc2cccc(CO)c2)cc1	1	.	-10	6	-6	1	-7	106	108	-3
CCOC(=O)CC1=CSC2=NS(=O)(=O)CCN12	1.1	.	-1	-6	6	1	-2	101	104	-7
O=C(NCCc1ccncc1)Nc1ccc(Cl)c(Cl)c1	1	-0.0097	10	11	-11	1	4	96	95	-4
O=C(Cn1ncc2c(=O)oc3ccccc3c21)NCc1cccnc1	1	0.017	26	-1	1	1.2	-1	100	85	-2
CC(C)(C)NC(=O)NC(=O)CSc1ncc(C(F)(F)F)cc1Cl	1	0.21	20	5	-5	0.79	7	93	84	-4
N#Cc1c(/N=C/N2CCCC2)oc(-c2ccccc2)c1-c1ccccc1	1	0.0085	-4	6	-5	1.1	3	97	106	-1
Cc1cc(NC(=O)CSc2nnc(-c3ccncc3)n2-c2ccccc2)no1	1.1	-0.21	-6	-4	4	1	1	97	114	-8
COc1ccc(-c2cc(C(F)(F)F)nc(SCCC(=O)N3CCOCC3)n2)cc1	1.1	.	23	-7	7	1.2	15	87	85	-12
O=S(=O)(c1cccc(S(=O)(=O)N2CCC(Cc3ccccc3)CC2)c1)N1CCOCC1	1	-1.3	2	14	-14	0.98	-2	102	102	-4

More records follow.
SMILES	FLuc act counter	ROMK primary	STAT3 inh	APP 5UTR inh	APP 5'UTR act	NF-kB neuron act	STAT1 inh	STAT1 act	STAT3 act	FLuc inh counter
COc1ccc(C(=O)Cc2ccc(OC)c(OC)c2)cc1	0.9	-0.27	13	1	-1	1.5	-12	111	94	6
O=C(NCc1cccnc1)c1ccc2c(c1)OCO2	1	0.12	0	1	-1	1.2	24	78	102	-3
Cc1noc(C)c1COc1cccc(C(=O)Oc2ccc3c(c2)OCO3)c1	1.1	.	1	8	-8	1.1	2	98	101	-7
Cc1cc(C(=O)OCC(=O)Nc2nnc(C(C)C)s2)c2ccccc2n1	1	.	0	2	-2	1.1	19	83	99	-4
CCCCC(=O)Nc1cc2nn(-c3ccc(OC)cc3)nc2cc1C	1	2.2	4	-15	15	1.3	-12	111	102	2
CCOc1ccccc1N1CCN(C(=O)c2c(-c3ccccc3Cl)noc2C)CC1	1	.	-5	-1	1	0.63	3	98	104	2
CCN(CC)C(=O)CSc1ncccc1-c1nc2ccccc2[nH]1	1	-1.5	12	-16	16	0.89	2	96	96	4
CCOC(=O)CN1CC23C=CC(O2)C(C(=O)NCc2ccccc2OC)C3C1=O (configuration not stated)	1	.	-6	8	-7	1	11	91	105	-5
CCCOc1ccc(N2C(=O)CC(N3CCC(O)(c4cccc(C(F)(F)F)c4)CC3)C2=O)cc1 (configuration not stated)	1.1	.	19	6	-5	0.83	3	97	88	-7
COc1ccc(S(=O)(=O)Nc2ccc(S(=O)(=O)N3CCOCC3)cc2)cc1	1.1	.	4	8	-8	1.1	0	100	99	-8
O=C(Nc1ccc(N2CCOCC2)cc1)c1cc(F)c(F)cc1Cl	1	0.38	9	-6	6	1.7	-17	115	100	0
Cc1ccc(-n2c(=O)c3sccc3n(CC(=O)NC3CCCCC3)c2=O)cc1	1.1	0.23	-8	5	-5	1.1	1	98	108	-6
COc1cc(C(=O)CSc2nncn2C)cc(OC)c1OC	1	0.18	-1	-12	12	1.1	-1	101	108	-1
COC(=O)c1ccc(Nc2nc(C)cc(=O)[nH]2)cc1	1	.	4	-11	11	1.1	5	95	97	0
Cc1ccc2c(c1)c(C)c(C)n2CC(O)CN1CCCCC1C (configuration not stated)	1.1	.	3	.	.	0.88	7	94	105	-6
Cc1cc(C)n(CC(O)COc2c(C)cccc2C)n1 (configuration not stated)	1	0.62	18	-27	27	1.1	-1	100	90	-3
Cn1cc(S(=O)(=O)N2CCC3(CC2)OCCO3)c(=O)n(C)c1=O	0.9	.	.	0	0	1.3	5	94	.	5
O=C(CCl)Nc1cc2[nH]c(=O)[nH]c2cc1Br	1	-0.94	11	-9	9	1.1	-9	106	96	-2
O=C(NCCc1ccc(Cl)cc1)C1CCC(=O)N1Cc1ccc(F)cc1 (configuration not stated)	1.1	.	9	-3	3	0.99	4	96	99	-7
Cc1nc2c(sc3nc4c(cc32)COC(C)(C)C4)c(=O)n1Cc1ccccc1	1	-0.88	28	15	-15	1.1	-14	113	80	3

Compound profiles, as listed above. Order of screens: FLuc act counter	ROMK primary	STAT3 inh	APP 5UTR inh	APP 5'UTR act	NF-kB neuron act	STAT1 inh	STAT1 act	STAT3 act	FLuc inh counter
`CCOC(=O)CC1=CSC2=NS(=O)(=O)CCN12` reads 1.1	.	-1	-6	6	1	-2	101	104	-7
`CC(C)(C)NC(=O)NC(=O)CSc1ncc(C(F)(F)F)cc1Cl` reads 1	0.21	20	5	-5	0.79	7	93	84	-4

More entries:
SMILES	FLuc act counter	ROMK primary	STAT3 inh	APP 5UTR inh	APP 5'UTR act	NF-kB neuron act	STAT1 inh	STAT1 act	STAT3 act	FLuc inh counter
c1ccc(-n2c(-c3ccco3)nnc2-c2ccco2)cc1	1.1	-0.11	10	6	-6	0.97	10	91	97	-6
O=C(/C=C\c1ccc2c(c1)OCO2)NC1(C(=O)Nc2ccc3c(c2)OCO3)CCCCC1	1	-0.22	13	18	-18	1.2	11	91	89	0
Cc1sc2nc(COC(=O)c3ccc(N4CCCC(C)C4)c([N+](=O)[O-])c3)[nH]c(=O)c2c1C (configuration not stated)	1	0.36	6	19	-19	0.99	-7	106	96	4
Cc1cc(/C=N/NC(=O)c2cccc(F)c2)c(C)n1-c1ccccc1	0.2	4.8*	40	-80	79	0.74	-9	109	69	79*
CCOC(=O)CC1=CC(C)(CC(=O)OCC)C(C#N)(C#N)C(N)=C1C#N (configuration not stated)	1.1	.	9	-6	6	1.1	10	91	95	-12
COC(=O)c1sccc1NC(=S)Nc1ccc(F)cc1F	1.1	-0.42	-3	-22	22	1.1	6	94	108	-7
O=C(Cn1c(SCC(=O)NC2CCCC2)nnc1-c1ccncc1)Nc1ccc2c(c1)OCO2	1	.	10	1	-1	1.3	-1	101	96	-3
CC(CCCC(C)(C)O)NC(=O)c1ccc(OC2CCN(C(=O)C3CC3)CC2)cc1 (configuration not stated)	1.1	0.61	-1	-10	10	1.1	0	98	105	-9
CCc1cccc(NC(=O)CCSCCC(=O)Nc2cccc(CC)c2)c1	1	-1	-2	15	-15	1.1	-1	101	102	-3
O=C(C[n+]1cccc(O)c1)Nc1ccc(Br)cc1	1	-0.51	-3	-8	9	0.93	-4	102	104	-3
COC(=O)CSc1nc2cc(Cl)ccc2c(=O)n1C1CCCC1	1.1	0.53	11	0	0	1	-7	107	98	-7
COC(=O)c1ccc(N)nc1	1	-0.13	4	-15	15	1.1	-3	100	100	0
O=C(COC(=O)c1ccccc1NC(=O)c1ccco1)NCc1ccc2c(c1)OCO2	1.1	1.1	8	-7	7	1.2	-2	102	99	-6
O=C(OCn1nnc2ccccc2c1=O)c1ccc(S(=O)(=O)N2CCOCC2)cc1	1.1	0.52	-10	6	-6	1.1	-4	104	108	-7
O=C(COC(=O)COc1ccccc1[N+](=O)[O-])Nc1ccccc1Br	1	-0.26	-6	9	-9	1.2	10	91	103	0
CCCC(=O)Nc1nnc(CC(=O)OCC)s1	1.1	.	1	6	-6	1.3	4	96	102	-6
Cc1ccc(-c2ccc(C(=O)Nc3ccccc3)o2)c2ccccc12	1	0.27	-2	-4	3	1.1	-14	112	100	0
COc1ccc(-c2cc(C(F)F)n3ncc(C(=O)Nc4cnn(Cc5ccccc5)c4)c3n2)cc1	1.1	.	.	-3	3	0.62	-1	100	.	-8
COc1ccc(NC(=S)N/N=C/c2cccn2Cc2ccc(F)cc2Cl)cc1	1	1.3*	2	7	-7	0.98	11	89	102	-2
S=C(NCC1CCCO1)Nc1ccc(Cl)cc1Cl (configuration not stated)	1	-0.27	-5	-32	32	2	-20	118	103	-1
COc1ccc(S(=O)(=O)Nc2c3ccccc3nc(=O)n2-c2ccccc2)cc1	1.1	.	8	-8	8	1.6	0	104	94	-6
Cn1c(NCC2CCCO2)nc2c1c(=O)n(Cc1ccccc1)c(=O)n2C (configuration not stated)	1.1	0.26	10	10	-10	0.95	16	86	92	-6
CCC(=O)Nc1cccc(Br)c1	1	-0.76	12	-15	15	1.1	5	95	93	-4
CC1=C(C(=O)OCCOc2ccccc2)C(c2coc3ccccc3c2=O)C2=C(CCCC2=O)N1 (configuration not stated)	1	0.47	-30	-20	20	1	9	93	131	-1
Cc1ccc(C(=O)C2CCNCC2)cc1	1	0.65	11	8	-8	0.98	-7	106	96	-2
c1ccc(NCc2nc3ccccc3n2CCOc2ccccc2)cc1	1	-0.49	-1	-5	5	1.4	-18	116	103	-4
O=C(Cn1cnc2ccccc2c1=O)NCc1ccco1	1	.	-1	-11	11	1.3	8	92	105	-2

Source: PubChem BioAssay
